# Source: PubChem
# miR122 inh = miR-122 Renilla sensor signal increase in Huh7, primary screen, miR-122 inhibitor project, cell-based, single point, plate reader. Huh7 miR-122 Renilla luciferase sensor, 48 h; neutral wells = 0, positive control = 100. activation (reporter increase), % at 12.5 µM. 340,000 tested, 0.3% active. AID 602342, 2012;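 active = mean replicate activation score at least 90 and every replicate individually at or above 90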;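 note: higher luciferase means less miR-122 activity so hits act as miR-122 inhibitors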
# ARNT-TACC3 inh = disruptors of ARNT/TACC3 protein interaction, primary screen, biochemical, AlphaScreen, single concentration; inhibition, % at 9.99 µM; AlphaScreen His-ARNT PAS-B/GST-TACC3 binding, luminescence; TACC3 fragment carries E629A point mutation; AID 623870, 2012; Transforming acidic coiled-coil-containing protein 3 (Homo sapiens), Q9Y6A5; 390,000 tested, 0.66% active;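 active = mean inhibition of replicates at least 50% and at least half of replicates each reaching 50%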;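 note: 0% = complete ARNT plus TACC3 wells and 100% = ARNT alone without TACC3; many hits fall short of the cut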
# * hit, by the source's call.
SMILES,miR122 inh,ARNT-TACC3 inh
N=c1n(CCN2CCCCC2)c2ccccc2n1CC(O)COc1ccccc1 (stereo not drawn),-3,6
Fc1ccc(NC(=S)N2CCCc3ccccc32)cc1,8,13
Cc1ccccc1Cc1c(C)nc2ncnn2c1C,-3,1
CC(C)CNc1nc(Oc2ccc(=O)n(C)n2)nc(N2CCOCC2)n1,-2,-3
CC(C)(SC(=S)N1CCOCC1)C(=O)O,-3,-8
CCSc1nnc(-c2cc3c(s2)-c2ccccc2CC3)o1,0,-6
CCCCNc1nc2ccccc2[nH]1,-3,9
CCCc1nc(N)c(C#N)c(N)c1C#N,-5,-2
Cc1cc(C)n(-c2cc(Oc3ccccc3)ncn2)n1,44,-5
O=C(NCc1ccco1)c1noc2c1CCCC2,-1,-2
O=C(NCc1ccco1)C1c2ccccc2Oc2ccccc21,-2,-7
CCCCN(Cc1cc2ccccc2[nH]c1=O)C(=O)c1ccccn1,-7,0
Cc1ccnc(NC(=O)c2cc(S(=O)(=O)N3CCCCC3)ccc2Cl)c1,31,10
Cc1ccc2cc(CN(Cc3ccc4c(c3)OCO4)Cc3nnnn3Cc3ccco3)c(=O)[nH]c2c1C,33,-23
CCC(=O)N(CCc1ccccc1C)Cc1cc2cc3c(cc2[nH]c1=O)OCO3,0,-2
Cc1nnc(Nc2ccccn2)c2ccccc12,8,33*
CC(=O)Nc1ccc(S(=O)(=O)Nc2cc(C)ccn2)cc1,0,-3
COc1cccc(C(C(=O)NC(C)(C)C)N(C(=O)CCC(=O)Nc2cc(C)on2)C2CC2)c1OC (stereo not drawn),-11,-6
Cc1nnc(SCC(=O)OC2CC(C)CCC2C(C)C)[nH]c1=O (stereo not drawn),-2,0
COc1ccc(N2CCN(CCNC(=O)CCCn3c(=O)[nH]c4cc(Cl)ccc4c3=O)CC2)cc1,-5,1
O=C(CCn1[nH]c(=O)c2ccccc2c1=O)N1CCOCC1,-2,-8
CCCc1noc2c1/C(=N\O)CCC2,-4,-2
CCSc1nc(=O)n(-c2ccccc2)c(C)c1C(C)=O,-3,-3
CC(/C=C/c1ccccc1)=N/NC(=O)CNC(=O)c1ccc2c(c1)OCO2,3,-1
Cc1ccc(C)c2[nH]c(=O)c(CN(Cc3cccs3)C(=S)NCc3ccco3)cc12,3,1
O=C(N/N=C/c1cccc([N+](=O)[O-])c1)C1CC(=O)N(c2ccc(Cl)cc2)C1 (stereo not drawn),-6,-5
COC(=O)c1ccccc1NC(=O)CSc1nnc(CNS(=O)(=O)c2ccc(C)cc2)n1C,-4,-3
COc1ccc(N/C=C(/C(C)=O)c2ccccc2)cc1,-6,6
COc1cccc(OCc2cc(/C=N/NC(=O)c3nc(Cl)c(Cl)c(N)c3Cl)ccc2OC)c1,1,2
O=C(c1ccco1)N(Cc1cc2ccccc2[nH]c1=O)C1CCCCC1,-4,-6
CN1CCN(c2ccc(S(=O)(=O)N3CCCCC3)cn2)CC1,-4,0
O=c1oc2cc(O)c(Cl)cc2c2ccccc12,2,0
CCCNC(=S)N1CCN(C)CC1,-1,-5
CCCCOc1ccc(C(=O)Nc2ccncc2)cc1,-9,-3
CCOC(=O)/C(=C\Nc1ccccc1C(F)(F)F)Sc1ncc(C(F)(F)F)cc1Cl,-1,5
CCCCn1c(CCNC(=O)c2cccs2)nc2ccccc21,1,23
C=CCSc1nc2sc3c(c2c(=O)n1CC=C)CCc1ccccc1-3,-1,-22
Cc1cc(=O)n2nc(N3CCC(C(=O)N4CCN(Cc5ccccc5)CC4)CC3)sc2n1,7,-5
O=C(NC1CC1)C1=NOC(CNc2ncc(C(F)(F)F)cc2Cl)C1 (stereo not drawn),-6,-1
CCCOc1ccc(Cl)cc1CN1CCOCC1,-6,-7
CCn1c(-c2ccc(OC)c(OC)c2)n[nH]c1=S,-9,-4
COc1ccc(CCC(C)NC2C3CC4CC(C3)CC2C4)cc1 (stereo not drawn),9,1
O=C(C1CC(c2ccc(F)cc2)=NO1)N1CCCc2ccccc21 (stereo not drawn),-4,4
COc1cc(/C=C/C(=O)NNc2c(F)c(F)cc(F)c2F)ccc1OC(F)F,-1,-1
CCOC(=O)C(C)c1c(C)[nH]c(=S)[nH]c1=O (stereo not drawn),-5,-9
Clc1ccc2nc(CSc3nnc4ccccn34)cn2c1,-1,2
CCCCCC(=O)N(O)C1CC(=O)N(c2ccccc2)C1=O (stereo not drawn),-10,-9
CCCNC(=O)c1csc2c1CCCCC2,-1,-11
CC(C)C(O)(C#CCN1CCCC1)c1ccccc1 (stereo not drawn),1,-11
O=S(=O)(Cc1cc(Sc2ccccc2)nc(-c2ccccc2)n1)c1ccccc1,2,-1
CN1CCC(NC(=O)Cc2c(F)cccc2Cl)CC1,-4,-1
COc1ccc(CCN(C(=O)c2ccc(F)cc2)C2=CC3CCC(C2)N3C)cc1OC (stereo not drawn),3,-5
c1ccc2c(c1)OC1OC2Oc2ccccc21,9,-8
COCCn1c(SCC(=O)Nc2ccc(S(N)(=O)=O)cc2)nc2ccccc21,4,-4
O=C(CSc1nnc(SCc2ccc(Cl)cc2)s1)N/N=C/c1ccccc1Cl,-6,-3
CCOC(=O)c1sc(=S)n(-c2cc(OC)ccc2OC)c1N,-3,-2
COCCNc1nc2ccccc2nc1NS(=O)(=O)c1ccc(C)cc1C,-4,-14
C#CC(CO)N(CCN(Cc1ccccc1)C(C#C)CO)Cc1ccccc1 (stereo not drawn),-1,-3
Fc1ccc(CSc2nc3ncc(Br)cc3[nH]2)cc1,1,25
COCc1cc(=O)[nH]c(Nc2nc3ccc(C)cc3o2)n1,-3,56*

# Random excerpt: 5 compounds from above.
SMILES,miR122 inh,ARNT-TACC3 inh
O=C(NCc1ccco1)c1noc2c1CCCC2,-1,-2
COCCNc1nc2ccccc2nc1NS(=O)(=O)c1ccc(C)cc1C,-4,-14
CCn1c(-c2ccc(OC)c(OC)c2)n[nH]c1=S,-9,-4
O=C(NCc1ccco1)C1c2ccccc2Oc2ccccc21,-2,-7
Cc1cc(C)n(-c2cc(Oc3ccccc3)ncn2)n1,44,-5

# (list continues)
SMILES,miR122 inh,ARNT-TACC3 inh
Cc1ccc2[nH]c(=O)c(CN(CC3CCCO3)S(=O)(=O)c3cccc4nsnc34)cc2c1 (stereo not drawn),-5,-1
COc1ccccc1C(=O)NNC(=O)CCCN1C(=O)/C(=C/c2cccs2)SC1=S,0,-4
CC1(C)Nc2ccc(O)cc2-c2c1ssc2=S,-3,17
O=C(c1cc2c(s1)CCCC2)N1CCN(Cc2ccc3c(c2)OCO3)CC1,-9,-8
CC1(C)CC(=O)C2=C(C1)N(c1ccccc1)C(N)=C(C#N)C2c1cccnc1 (stereo not drawn),3,11
COC(=O)C1=C(C)N=C2SC(C#N)=C(N)N2C1c1cccc(OC)c1 (stereo not drawn),1,-6
Cc1ccc(NC(=O)CSCCc2ccccn2)nc1,2,4
CC(C)=CCC(C)(C)CNC(=O)NC1CCCCC1,-3,-6
CCOC(=O)c1oc2cc(O)ccc2c(=O)c1-c1ccc(OC)cc1,-3,-9
Fc1ccc2nc(Nc3nc4cc5c(cc4s3)OCCO5)sc2c1,1,5
CCOC(=O)C1=C(O)/C(=C/c2cc(OC)c(OC)c(OC)c2)SC1=Nc1ccc(OC)cc1,-4,-1
COc1ccc2cc(CCNC(=O)C3CC3)c(=O)[nH]c2c1,1,-2
COCCn1nnnc1C(c1cccc(C(F)(F)F)c1)N1CCN(Cc2ccccc2)CC1 (stereo not drawn),-3,-3
Cc1ccc(CS(=O)(=O)CCC(=O)NCCN2CCCCC2C)cc1 (stereo not drawn),0,-4
O=C(O)/C=C/c1cn(Cc2ccccc2)nc1-c1ccccc1,2,-5
C=CCN1C(=O)C(Cc2ccc(OCC)cc2)S/C1=N\N=C\c1cccs1 (stereo not drawn),-8,-1
Cc1cccc(OCCCC(=O)Nc2ccc(S(=O)(=O)Nc3onc(C)c3C)cc2)c1,1,-1
CCn1ncc(C2=NOC(C(=O)Nc3ccc(C)cc3)C2)c1C (stereo not drawn),4,-13
Cc1ccc(C(=O)Oc2oc(-c3ccco3)nc2C=Nc2ccc(Cl)cc2)cc1,1,0
O=C(CN1CCN(C(=O)c2cccc(F)c2)CC1)Nc1ccccc1F,-4,-12
CN=c1scc(C)n1/N=C/c1ccc(O)cc1O,4,18
COc1ccc(S(=O)(=O)N2CCN(S(=O)(=O)c3ccc4c(c3)OCCO4)CC2)cc1,-12,-12
Cc1occc1C(=O)N1N=C(C2CC2)CC1(O)C(F)(F)F (stereo not drawn),2,-11
Nc1ccc(-n2ccnc2)cc1,9,-1
COc1ccc(OC)c(S(=O)(=O)N2CCC(C(=O)N3CCc4ccccc4C3)CC2)c1,-7,12
COc1ccc(OC)c2[nH]c(=O)c(CCNC(=O)COc3ccccc3)cc12,-1,0
COc1ccc(/C=C2/CCOC2=O)cc1,-5,-8
Cc1sc(NC(=O)c2ccccc2)c(C(=O)N2CCN(C)CC2)c1C,2,1
C=CCOc1ccc2ccccc2c1/C=N/O,-3,1
C/C(=N\NC(=O)c1cccc(F)c1)c1ccc(Br)s1,0,-2
CC(=O)C1=C(O)C(=O)N(c2ccc(S(N)(=O)=O)cc2)C1c1ccc([N+](=O)[O-])cc1 (stereo not drawn),-4,-8
Cc1cc(C)n(-c2nc(C)nc(NCc3ccccc3)n2)n1,-8,-5
Cc1cc(C)n(-c2nc3c(c(=O)[nH]c(=O)n3C)n2Cc2ccccc2)n1,-1,0
COc1ccc(-c2cc(C(=O)Nc3nc4c(C)cccc4s3)c3ccccc3n2)cc1OC,23,4
CCOc1ccc(/C=N/OCC(=O)NC(c2ccccc2)c2ccccc2)cc1,-4,-3
CNc1oc(-c2ccco2)nc1C#N,-5,-3
Cc1ccc(-c2noc(COc3ccc4c(c3)OCO4)n2)cc1,0,-2
Cc1cc(C(F)(F)F)nn1CC(=O)NCc1ccccc1,-3,2
CC1(C)CC(=O)C2=C(C1)OC1=C(C(=O)CC(C)(C)C1)C2c1ccc(O)cc1O,-14,-2
COC(=O)CSc1nc2cc3c(cc2cc1C#N)OCO3,-5,-2

# By substructure, those above containing a nitro group on carbon
SMILES,miR122 inh,ARNT-TACC3 inh
O=C(N/N=C/c1cccc([N+](=O)[O-])c1)C1CC(=O)N(c2ccc(Cl)cc2)C1 (stereo not drawn),-6,-5
CC(=O)C1=C(O)C(=O)N(c2ccc(S(N)(=O)=O)cc2)C1c1ccc([N+](=O)[O-])cc1 (stereo not drawn),-4,-8

# In another format: entries from further up.
miR122 inh	ARNT-TACC3 inh	SMILES
-5	-3	CNc1oc(-c2ccco2)nc1C#N
0	-2	Cc1ccc(-c2noc(COc3ccc4c(c3)OCO4)n2)cc1
-3	2	Cc1cc(C(F)(F)F)nn1CC(=O)NCc1ccccc1

# New compounds follow:
SMILES,miR122 inh,ARNT-TACC3 inh
Nc1nn2c(C(F)(F)F)cc(=O)[nH]c2c1N=Nc1cccc(F)c1,4,-2
CCS(=O)(=O)N1CCc2cc(OC)c(OC)cc2C1,9,2
Cn1c(=O)c2c(nc(-n3ccnc3)n2Cc2ccccc2)n(C)c1=O,-3,-9
Cc1cc(=O)oc2cc(OCC(=O)N3CCc4ccccc4C3)ccc12,-3,-2
Cc1nnc(NC(=O)NCN2C(=O)C3C4C=CC(C4)C3C2=O)s1 (stereo not drawn),10,1
CN(CCCNC(=O)c1cccn2c(=O)c3ccccc3nc12)Cc1ccccc1,-1,14
CN(C)c1nccc(N(Cc2ccccc2)Cc2ccccc2)c1C#N,3,-3
Cc1nc(CS(=O)(=O)c2ccc(Cl)cc2)cc(Sc2ccc(Cl)cc2)n1,-2,-13
COc1ccc(O)c(/C=N/Nc2nc(Nc3ccccc3)nc(-n3nc(C)cc3C)n2)c1,-8,-3
Cc1ccc(Nc2cc(=O)n(C3CCCCC3)c(=O)[nH]2)cc1C,-9,-4
O=C(c1ccc(CSc2ccccc2)cc1)N1CCCCCC1,-4,-4
CN(C)S(=O)(=O)c1ccc(Cl)c(NC(=O)c2ccncc2)c1,-1,7
O=C(c1cc2ccccc2o1)N1CCN(S(=O)(=O)c2cccs2)CC1,2,-2
CC(C)(C)c1ccc(C(=O)NCCC(=O)N2CCN(c3ncccn3)CC2)cc1,-3,1
CC(=O)Nc1c2c3c(cccc3n(C)c1=O)C(=O)c1ccccc1-2,8,1
O=C(OCCn1cncn1)c1cc2ccccc2oc1=O,0,0
CON1C(=O)C(=O)N(OC)C2CCCCC21 (stereo not drawn),-4,-12
COc1ccccc1NC(=O)c1ccc(C)s1,4,-6
CNC(=S)N(Cc1cccs1)Cc1cc2cc(OC)ccc2[nH]c1=O,3,-2
CCNC(=S)NS(=O)(=O)c1ccccc1,1,-13
CCSc1nnc(NC(=O)CSc2nc(C)cc(C)n2)s1,-2,2
Nc1cc(N)nc(SCC(=O)c2ccccc2)n1,28,2
CCCCc1nc2n[nH]c(N)c2c2c1CSC(C)(C)C2,-6,7
CCCn1c(C)cc(C(=O)COC(=O)c2c(C)nn(-c3ccccc3)c2C)c1C,0,-3
C=CCn1c(SCc2csc(-c3ccc(C)cc3)n2)nnc1-c1ccccc1OC,3,22
Cc1cccc(-n2c(C)cc(/C=N/n3cnnc3)c2C)c1,-1,-4
Cc1ccc(OCc2cc(C(=O)Nc3ccccc3)oc2C)cc1,0,-7
COCc1[nH]nc2c1C(c1cc(OC)c(O)c(OC)c1)C(C#N)=C(N)O2 (stereo not drawn),-3,-4
NC(=O)CSc1nnc(C2CC2)n1-c1ccccc1,-1,9
O=C(CSc1ncn[nH]1)NC12CC3CC(CC(C3)C1)C2,-9,-17
CCCC(=O)Nc1ccc(Br)c(Cl)c1,-1,-4

# Records listed above that bear a hit mark in ARNT-TACC3 inh.
SMILES,miR122 inh,ARNT-TACC3 inh
Cc1nnc(Nc2ccccn2)c2ccccc12,8,33*
COCc1cc(=O)[nH]c(Nc2nc3ccc(C)cc3o2)n1,-3,56*

# This is a subset; count on the stated rates, not on these rows.
